NPYLR7 agonist = activates Aedes aegypti NPYLR7 receptor. AID 1259423. hit rate 0.15% among 270,000. activation, % at 10 µM. HEK293T NPYLR7/Galpha15, GCaMP6s calcium fluorescence; in the data active = activation above about 40%;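 also: 0% = vehicle and 100% = reference agonist at the receptor; some compounds past the cut are filed as inactive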
hcGAS lum = blocks human cGAS activity | Q8N884 | recombinant h-cGAS, ATP depletion, Kinase-Glo luminescence | inhibition, % at 12.5 µM | hit rate 0.081% among 290,000 | AID 1259398;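 also: 0% = vehicle reaction and 100% = reaction without DNA for no activity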
Target sequence (Q8N884 whole entry, looked up): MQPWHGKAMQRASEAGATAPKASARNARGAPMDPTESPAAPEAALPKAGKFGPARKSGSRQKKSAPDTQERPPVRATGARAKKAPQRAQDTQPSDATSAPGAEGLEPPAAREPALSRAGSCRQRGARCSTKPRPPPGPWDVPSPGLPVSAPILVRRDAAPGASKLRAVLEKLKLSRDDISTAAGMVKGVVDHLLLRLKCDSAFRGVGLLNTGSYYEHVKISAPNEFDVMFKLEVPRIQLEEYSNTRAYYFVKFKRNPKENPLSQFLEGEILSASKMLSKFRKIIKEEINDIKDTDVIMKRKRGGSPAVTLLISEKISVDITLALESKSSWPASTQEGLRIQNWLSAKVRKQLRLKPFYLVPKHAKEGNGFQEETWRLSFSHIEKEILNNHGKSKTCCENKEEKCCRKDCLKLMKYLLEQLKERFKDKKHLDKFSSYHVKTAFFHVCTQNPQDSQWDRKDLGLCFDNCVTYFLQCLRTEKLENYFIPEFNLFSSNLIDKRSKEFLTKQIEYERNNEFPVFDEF
mcGAS inh = blocks mouse cGAS activity. AID 1259399. inhibition, % at 12.5 µM. Q8C6L5. hit rate 0.15% among 160,000. recombinant cGAS, Kinase-Glo ATP depletion luminescence;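 also: 0% = negative control wells and 100% = reference inhibitor with no enzyme activity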
* hit, by the source's call; · = no result given; & = joins results of further samples. Rule as the data show it, unless noted: active = inhibition above about 40%; inactive = the rest. Random draw from the library; any-hit rate near 0.29%.

SMILES | NPYLR7 agonist | hcGAS lum | mcGAS inh
Cc1c(Cl)c(C(F)(F)F)nn1CC(=O)Nc1cccc(Cl)c1 | 8 | -10 | -7
COC(=O)COc1ccc2c(=O)c(-c3ccc4c(c3)OCCO4)coc2c1 | -9 | -2 | -3
Cc1cc2oc(=O)cc(C)c2cc1NC(=O)CCN1CCCCCC1=O | 6 | -6 | -17
CN1CCC(N(C)c2ncnc3c2CCCC3)C1=O (centres undefined) | 2 | -6 | ·
COc1ccc(NC(=O)C(C)NS(=O)(=O)c2ccc(Br)cc2)cn1 (centres undefined) | 26 | 1 | -8
CC(NC(=O)CCn1nnc2ccccc21)C(=O)N(C)C (centres undefined) | -4 | -4 | -11
COCCN(CCO)C(=O)Nc1cc(CSC)ccc1Cl | -5 | -15 | ·
COc1ccc(C2c3[nH]c4ccccc4c3CCN2Cc2ccccn2)cc1C (centres undefined) | 3 | -4 | -5
CCCCCCC(=O)Nc1c(-c2ccc(OC)c(OC)c2)nc2cc(C)ccn12 | -3 | -5 | -7
Cc1c(NS(=O)(=O)c2ccccc2)cc(C(C)C)c(O)c1S(=O)(=O)c1ccccc1 | 4 | -5 | ·
N#Cc1ccsc1C(=O)N1CC2CCC1C2 (centres undefined) | 3 | 1 | ·
C=CCCC(=O)N1CCC(CCC(=O)Nc2ccccc2)CC1 | 0&-4 | -1&6 | -3
O=C(O)CCC(=O)NCc1ccc2[nH]c3c(c2c1)CCCC3 | 16 | -3 | -4
O=C([C@@H]1CCCO1)N1CC(c2ccccn2)C1 | 6 | -8 | ·
CC(C)(CNC(=O)c1cc(S(N)(=O)=O)ccc1N1CCOCC1)c1cccc(Cl)c1 | 4 | -7 | -13
C1CCN(CC2CCCNC2)CC1 (centres undefined) | -14 | -2 | ·
CN=c1scc(-c2ccco2)n1N=Cc1c(O)ccc2ccccc12 | 17 | -5 | -8
O=c1c2nnn(-c3cccc(F)c3)c2ncn1Cc1ccccn1 | -6 | -5 | -7
Cn1c(=O)c2c(cn3ccc4ccccc4c23)n(C)c1=O | -2 | -5 | ·
CCCc1nc(C)sc1C(=O)Nc1cc(Cl)cc(Cl)c1 | -4 | -3 | -5
Cc1cc(Cl)cc2sc(N(Cc3cccnc3)C(=O)CN3C(=O)CCC3=O)nc12 | 3 | -6 | -5
CN(C)CCN(CC1CCCCC1)S(C)(=O)=O | 8 | -6 | -11
NC(=O)c1ncnc2c1[nH]c(=O)n2-c1ccc2c(c1)OCO2 | -12 | 2 | 1
Cc1ncc(CN2CCCC(C(=O)Nc3ccc(-n4ccnc4C)cc3)C2)cn1 (centres undefined) | 0&-8 | 1&-8 | ·
O=C(CSc1nc(=O)n(CC2CCCO2)c2c1CCC2)NC1CCCCC1 (centres undefined) | -4 | -12 | -8
Cc1cccnc1C(C)NCc1cn(-c2ccccc2)nc1-c1ccc(F)cc1 (centres undefined) | -1 | -3 | -10
CC(C)Oc1ccc(C(=O)N2CCC(CO)(Cc3ccc(Cl)cc3)CC2)cc1 | 8&11 | -6&-3 | ·
COc1cccc(OC)c1OCCCOc1cc(C)ccc1Cl | -6 | -7 | ·
CN(C)CCC=C1c2ccccc2C=Cc2ccccc21 | -5&-7&0&5 | -2&-2&-8&-1 | -3
CCOC(=O)C1=C(C)NC(=O)NC1c1ccccc1OCC (centres undefined) | -5 | -4 | -5
COc1ccc(-c2c(=O)n(OCc3ccc(C(C)(C)C)cc3)c3ccccc3[n+]2[O-])cc1OC | 4 | -7 | ·
CCCCC(=O)Nn1cnc2sc(C)c(C)c2c1=O | -24 | -7 | ·
CCCSc1nnc2c(n1)-c1cccc3cccc-2c13 | 9 | -7 | ·
COc1cc(NC(=O)CSc2ncnc3c2cnn3C)cc(OC)c1 | 9 | -10 | ·
Cc1ccc2oc(CN(Cc3ccccc3Cl)C(=O)c3cccc(Cl)c3)nc2c1 | 5 | 1 | -3
CCc1ncc(C(=O)N2CCC3(CC2)N=C(c2cccc(C)c2)NC3=O)cn1 | -7 | -2 | ·
COc1cccc(OCCN2CCN(C(=O)c3cc4cc(Cl)cc(Cl)c4oc3=O)CC2)c1 | -2 | 1 | ·
COc1ccc(Cl)cc1NC(=O)CCC1CCCN(c2ccc(C(F)(F)F)cn2)C1 (centres undefined) | 4 | -11 | -11
Cc1cc2nc(CN3CCCC3c3nc4ccc(F)cc4[nH]3)cc(=O)n2[nH]1 (centres undefined) | 6 | -4 | ·
COCCCN(CC(=O)N(Cc1ccccc1)Cc1ccco1)C(=O)Nc1c(Cl)cccc1Cl | -9 | -3 | -3
C[n+]1ccc(-c2nc3ccc4ccccc4c3c3c2CCCCC3)cc1 | 1 | 3 | ·
O=C(NCc1ccc(CN2CCCCCC2)cc1)c1cnsn1 | -1 | -18 | ·
O=c1c2cc(-c3ccccc3)sc2ncn1N=Cc1ccco1 | -6 | -4 | -4
O=C(CCN(Cc1ccccc1)c1nc(-c2cccs2)nc2ccccc12)NCc1ccco1 | 18 | 3 | -7
COc1cccc(-n2cc(CN(C)Cc3cccnc3)cn2)c1 | 3 | -7 | ·
COc1cccc2c1OCC(C(=O)N1CCC3(CC1)NCCNC3=O)C2 (centres undefined) | -1 | -10 | ·
CCN(CC)c1ncccc1CNC(=O)Cc1c(C)n[nH]c1C | -1 | -4 | -21
CCOc1cccc2sc(=NC(=O)c3ccnn3C)n(CC)c12 | · | -5 | -10

Profiles, looked up by structure. Order of values: NPYLR7 agonist	hcGAS lum	mcGAS inh
`O=c1c2cc(-c3ccccc3)sc2ncn1N=Cc1ccco1` is listed with -6	-4	-4
`O=C(NCc1ccc(CN2CCCCCC2)cc1)c1cnsn1` is listed with -1	-18	·

Further structures
SMILES | NPYLR7 agonist | hcGAS lum | mcGAS inh
COc1ccc(CCN(C)c2cc(Cl)nc(SCC(=O)NCCc3ccc(Cl)cc3Cl)n2)cc1OC | -17 | 2 | 1
O=C(NN1C(=O)C2C3c4ccccc4C(c4ccccc43)C2C1=O)c1ccncc1 (centres undefined) | 2 | -5 | -1
O=C(C=Cc1ccc(Br)s1)N1CCN(C(=O)c2cccs2)CC1 | 8 | -5 | ·
O=C(c1ccc(-n2cccn2)cc1)N1CCN(S(=O)(=O)c2ccc(F)c(F)c2)CC1 | -2 | -7 | -8
COc1ccc(-n2c(C(C)N(CC(C)C)C(=O)CCl)nc3cc(Cl)ccc3c2=O)cc1 (centres undefined) | -6 | 5 | 1
Nc1c(C(=O)C23CC4CC(CC(C4)C2)C3)sc2nc(-c3ccncc3)ccc12 | 28 | 1 | -4
COc1cccc(-n2c(-c3ccccc3)cc(C(=O)N3CCN(C(=O)c4ccccc4Cl)CC3)c2C)c1 | -8 | -13 | -4
O=C(NCC1(O)CCCNCC1)c1ccc(=O)[nH]c1 (centres undefined) | 2 | 0 | ·

Limited to mcGAS inh and hcGAS lum, for 4 of the compounds above:
molecule | mcGAS inh | hcGAS lum
Nc1c(C(=O)C23CC4CC(CC(C4)C2)C3)sc2nc(-c3ccncc3)ccc12 | -4 | 1
COc1ccc(CCN(C)c2cc(Cl)nc(SCC(=O)NCCc3ccc(Cl)cc3Cl)n2)cc1OC | 1 | 2
O=C(c1ccc(-n2cccn2)cc1)N1CCN(S(=O)(=O)c2ccc(F)c(F)c2)CC1 | -8 | -7
COc1cccc(-n2c(-c3ccccc3)cc(C(=O)N3CCN(C(=O)c4ccccc4Cl)CC3)c2C)c1 | -4 | -13

3 of the compounds above, as labelled records:
> COc1ccc(CCN(C)c2cc(Cl)nc(SCC(=O)NCCc3ccc(Cl)cc3Cl)n2)cc1OC
  NPYLR7 agonist: -17 | hcGAS lum: 2 | mcGAS inh: 1

> O=C(NN1C(=O)C2C3c4ccccc4C(c4ccccc43)C2C1=O)c1ccncc1 (centres undefined)
  NPYLR7 agonist: 2 | hcGAS lum: -5 | mcGAS inh: -1

> O=C(C=Cc1ccc(Br)s1)N1CCN(C(=O)c2cccs2)CC1
  NPYLR7 agonist: 8 | hcGAS lum: -5 | mcGAS inh: ·

Additional records
SMILES | NPYLR7 agonist | hcGAS lum | mcGAS inh
CC(Sc1nnc(-c2cccs2)o1)C(=O)N1CCc2ccccc21 (centres undefined) | · | -7 | -7
COc1ccc(CN2CCN(Cc3nc4ccccc4s3)CC2CCO)cc1C (centres undefined) | 5 | -9 | ·
CCn1cc(CN(C)C(=O)c2oc3cc(OC)ccc3c2C)cn1 | 9 | -3 | ·
COc1cccc(-c2nc3c(c(SCC(=O)N4CCOCC4)n2)Cc2c(CO)cnc(C)c2O3)c1 | 7 | -11 | -8
CN1C[C@@H]2C[C@@H](c3cccc4c3oc3ccccc34)N3CCC[C@@]23C1=O | 4 | -5 | ·
Cc1cc(C)n(-c2cccc(C(=O)N3CCc4c(cnc(C)c4CNC(=O)c4ccsc4)C3)c2)n1 | 3 | -7 | -12
COc1ccccc1C(=O)N1CCN(CC(OCc2cccc(C)c2)c2ccc(Cl)cc2)CC1 (centres undefined) | -7 | -2 | 0
Cn1cc(S(=O)(=O)N2CCCC2)cc1C(=O)Nc1cccc(F)c1 | 4 | -4 | ·
CN1CCN(N=Cc2nc(-c3ccccc3)n3ccccc23)CC1 | 0 | -2 | -4
Cc1ccc(CN(Cc2ccccc2)C(=O)CN(C2CCCCC2)S(=O)(=O)c2cc(Cl)ccc2Cl)s1 | 2 | 4 | -5
CC(C)CC(C)Oc1cc(CNS(N)(=O)=O)ccn1 (centres undefined) | 10 | -4 | ·
O=C1NC(c2ccccc2OCC(=O)N2CCCC2)Nc2ncccc21 (centres undefined) | 0 | 1 | ·
COc1cccc(C(=O)N(C)C)c1OCc1nc(CC(C)C)no1 | 3 | 2 | ·
C[n+]1ccc(COC(=O)Nc2ccc(Cl)cc2)cc1 | 2 | -1 | ·
CC(C)Cc1nnc2sc(CCc3nc(-c4ccco4)no3)nn12 | -1 | -4 | ·
CCn1c(C)c(C(=O)CN(CC2CCCO2)S(=O)(=O)c2ccc(Br)cc2)c(C)c1C(=O)OC (centres undefined) | -13 | -3 | -2
COC(=O)Cc1[nH]nc2c1C1(CCSCC1)C(C#N)C(=N)O2 (centres undefined) | -1 | 0 | ·
Clc1ccccc1Nc1nc2ccccc2n2cnnc12 | -7 | 12 | ·
CC(C)N(Cc1cccc(Cl)c1)C(=O)NCc1ccncc1 | 0 | -6 | ·
COc1ccc(CCN2CC(C(=O)N3CCN(Cc4cccc(C)c4)CC3)CCC2=O)cc1 (centres undefined) | 1 | -12 | ·
N#Cc1ccc(CSc2ccc(S(=O)(=O)N3CCCC3)cn2)cc1 | 5 | -1 | ·
CCCn1c(=O)c2c(nc3n(Cc4ccco4)c(C)c(C)n23)n(C)c1=O | 25 | -13 | ·
CCCCCN(Cc1nc(C(=O)OCC)cs1)C(=O)Nc1ccccc1C(F)(F)F | -5 | -11 | -4
Cc1ccc(CN(CCN2CCOCC2)CC(O)c2ccccc2)s1 (centres undefined) | 2 | -5 | -8
CN(Cc1ccc(C#N)cc1)C(=O)Nc1ccc2oc(=O)n(C)c2c1 | 10&7 | -10&-9 | ·
COc1ccc(N2CCN(C(=O)C3CC=CCC3C(=O)N3CCC(O)(c4ccccc4)CC3)CC2)cc1 (centres undefined) | -6 | -8 | ·
COCc1cc(C)nc(N/N=C\c2cc(Br)ccc2O)c1C#N | -7 | 0 | -7
CCN(CC)c1c(C)nc2ccc(C(=O)NCc3ccc(OC)cc3)cn12 | -2 | -5 | -2
CN(C(=O)C(C)(C)C)c1nnc(C23CC4CC(CC(C4)C2)C3)s1 | -4 | -5 | -8
Oc1c(C(c2ccc(Br)cc2)N2CCCC2)cc(Cl)c2cccnc12 (centres undefined) | 6 | 6 | ·
CC(=O)NC(C)(C)C(=O)N1CCC(Cc2cccc(C(=O)O)c2)C1 (centres undefined) | 3 | -1 | ·
Cc1ccnc2c(N3C(=O)C4CC=C(Cl)CC4C3=O)cccc12 (centres undefined) | 8 | -1 | -6
COc1cccc(-c2cc(C(=O)Nc3ccccc3OC)c3ccccc3n2)c1 | 0 | -4 | -8
COc1ccc(-c2csc(-n3[nH]c(C)c(N=Nc4cccc([N+](=O)[O-])c4)c3=O)n2)cc1 | -4 | 3 | -6
CCCc1cnc2c(c1SCc1c(F)cccc1Cl)c(=O)n(C)c(=O)n2C | 7 | -5 | -6
O=C(NCCc1cccs1)Nc1ccc2nc([C@@H]3O[C@H](CO)[C@@H](O)[C@H](O)[C@H]3O)[nH]c2c1 | 9 | -4 | -2
CN(C)CC1CN(CC(=O)NCCc2ccc(Cl)cc2)CCO1 (centres undefined) | 8 | -7 | ·
C=CCNC(=O)C(NC(=O)c1ccc2c(c1)OCO2)C1CCN(C(=O)c2ccco2)CC1 (centres undefined) | 1 | -2 | -3
CC1Cc2cc(-c3nccn3CCN3CCNC3=O)ccc2O1 (centres undefined) | 0 | -4 | ·
CC1=C(C(=O)NCCc2cccc(C(N)=O)c2)Cc2ccccc2O1 | 1 | -2 | ·
CC(=O)Nc1sc(/C(C#N)=C/c2cccc(O)c2)nc1-c1ccc(C)cc1 | 2 | -13 | 3
